Screens: PubChem, National Center for Advancing Translational Sciences (NCATS)
Pol beta inh – blocks human DNA polymerase beta activity; P06746; Pol beta primer extension/strand displacement, fluorescence kinetic; Potency, µM (doses to about 114 µM), for the others: top-dose activity change, negative = inhibition, actives largely listed as inhibitors; 1.3% of 340,000 active; further: potency means the concentration at half of the fitted maximal effect; on the % scale 0 is the no-effect control and ±100 the full control effect
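Reaction started by 50 nM substrate onto compound-treated Pol beta (10 nM, 15 min preincubation, room temperature); plates read at 0 min and 10 min. Normalized concentration-effect data fitted by four-parameter Hill equation.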
APEX1 inh – inhibitors of human APE1 endonuclease; 0.35% of 350,000 active; Potency, µM (doses to about 65.8 µM), without a hit: top-dose activity change, negative = inhibition, actives largely listed as inhibitors; recombinant APE1, TAMRA/BHQ-2 abasic DNA cleavage fluorescence; P27695;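 further: potency means the concentration at half of the fitted maximal effect; plate controls were vehicle for no effect and reference inhibitor for full effect; nearly all actives have a fitted effect of over 55% in size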
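Incision of a quenched TAMRA/BHQ-2 THF abasic-site duplex (50 nM) by 0.75 nM APE1, after 15 min compound preincubation, measured as fluorescence increase over three 60 s reads. Values normalized to buffer, DMSO and NSC13755 control wells.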
TRHR ag – TRH receptor (human) agonism. P34981. TRHR cells, calcium flux fluo-8, FDSS agonist mode. activation, % at 2 µM. 0.18% of 360,000 active. AID 493084; in the data active means activation above about 30%; further: 0% is about no effect
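Agonist-mode FDSS calcium read (Ex 480/Em 530, 1 s cycles) in 1536-well TRHR cells with fluo-8 dye, after 10-cycle baseline and 23 nL compound addition; TRH at EC20 (10 nM final) added afterwards for the enhancer phase.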
Apoferritin bind – binds horse apoferritin like a general anesthetic; 0.074% of 350,000 active; Potency, µM (titrated, usually from 77.5 µM), inactives show at the top dose activity change, negative = displacement, actives largely listed as inhibitors; P02791; apoferritin/1-aminoanthracene competitive binding, fluorescence; further: potency means the concentration at half of the fitted maximal effect; on the % scale 0 is the no-effect control and ±100 the full control effect; nearly all actives have a fitted effect of over 20% in size
Target sequence (P02791 2-175 limits assumed): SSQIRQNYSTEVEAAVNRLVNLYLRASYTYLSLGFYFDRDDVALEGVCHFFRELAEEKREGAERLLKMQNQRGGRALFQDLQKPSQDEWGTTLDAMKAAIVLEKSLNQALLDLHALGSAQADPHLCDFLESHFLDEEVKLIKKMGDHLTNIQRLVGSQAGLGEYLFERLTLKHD
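Steps: apoferritin (10 uM) was premixed with half-saturated 1-AMA in PBS, compounds were pin-transferred, plates stood 10 min at room temperature, fluorescence was read at 380/535 nm, and curves were fitted with a Hill equation.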
BLM inh – inhibitors of human Bloom syndrome helicase BLM. P54132. recombinant BLM DNA unwinding, fluorescence dequenching. Potency, µM (highest dose often 56.1 µM), for the others: at the top dose activity change, negative = inhibition, actives largely listed as inhibitors. 0.2% of 350,000 active. AID 2528;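 further: potency means the concentration at half of the fitted maximal effect; plate controls were vehicle for no effect and no enzyme for full effect; nearly all actives have a fitted effect of over 35% in size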
POLI inh – DNA polymerase iota (human) inhibition; Q9UNA4; Pol iota fluorescent replication assay, 10 min; Potency, µM (top dose mostly 115 µM), inactives show at the top dose activity, negative = inhibition, hits mostly inhibitors; 1% of 390,000 active; further: potency means the concentration at half of the fitted maximal effect
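Fluorescent replication assay read twice, at 0 min and 10 min after adding 50 nM (final) substrate. Enzyme (10 nM) and compounds were first incubated 15 min at room temperature; enzyme-free buffer wells were negative controls.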
12-LOX inh – blocks human arachidonate 12S-lipoxygenase | P18054 | purified 12hLO, xylenol orange hydroperoxide absorbance | Potency, µM (top dose mostly 108 µM), inactives show at the top dose activity change, negative = inhibition, actives largely listed as inhibitors | 1.1% of 580,000 active | AID 1671190; further: potency means the concentration at half of the fitted maximal effect; on the % scale 0 is the no-effect control and ±100 the full control effect
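Purified human 12hLO at 150 nM in 25 mM Hepes, 0.01% Triton X-100, pH 7.0, preincubated 15 min at room temperature with compound. Reaction started with 40 uM arachidonic acid, 30 min at room temperature. Hydroperoxide measured by Fe-xylenol orange, 573/405 nm absorbance ratio.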
Pol kappa inh – inhibitors of human DNA polymerase kappa; Q9UBT6; purified Pol kappa, fluorescent DNA synthesis assay, 10 min; Potency, µM (top dose mostly 107 µM), for the others: top-dose activity, negative = inhibition, actives largely listed as inhibitors; 0.53% of 400,000 active; AID 588579; further: potency means the concentration at half of the fitted maximal effect; on the % scale 0 is the no-effect control and ±100 the full control effect
Target sequence (Q9UBT6 whole entry, looked up): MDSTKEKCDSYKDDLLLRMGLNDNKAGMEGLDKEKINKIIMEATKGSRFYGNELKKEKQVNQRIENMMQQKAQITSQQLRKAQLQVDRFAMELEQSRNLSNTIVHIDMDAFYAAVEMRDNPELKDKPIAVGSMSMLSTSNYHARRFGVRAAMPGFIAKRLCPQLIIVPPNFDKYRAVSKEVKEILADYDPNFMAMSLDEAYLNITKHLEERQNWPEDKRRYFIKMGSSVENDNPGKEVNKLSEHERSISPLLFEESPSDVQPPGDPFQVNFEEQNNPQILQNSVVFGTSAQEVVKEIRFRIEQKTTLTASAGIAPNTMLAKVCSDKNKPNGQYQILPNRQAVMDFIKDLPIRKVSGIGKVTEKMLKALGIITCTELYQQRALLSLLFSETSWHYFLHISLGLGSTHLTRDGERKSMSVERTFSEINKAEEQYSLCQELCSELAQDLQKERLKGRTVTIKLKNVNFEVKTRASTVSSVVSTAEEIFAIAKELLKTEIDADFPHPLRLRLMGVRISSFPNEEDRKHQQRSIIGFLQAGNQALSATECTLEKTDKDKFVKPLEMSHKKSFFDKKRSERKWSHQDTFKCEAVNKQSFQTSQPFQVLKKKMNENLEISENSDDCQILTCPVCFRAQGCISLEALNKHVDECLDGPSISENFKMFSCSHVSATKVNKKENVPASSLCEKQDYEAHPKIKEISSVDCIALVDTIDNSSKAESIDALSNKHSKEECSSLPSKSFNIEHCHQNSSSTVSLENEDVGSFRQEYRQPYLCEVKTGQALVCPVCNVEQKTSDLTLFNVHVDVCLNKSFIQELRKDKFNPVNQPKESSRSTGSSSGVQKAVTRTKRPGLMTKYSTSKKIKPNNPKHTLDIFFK
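Fluorescent qHTS in 1536-well format: enzyme (10 nM) and compound sat 15 min at room temperature before 50 nM substrate (final) was added. Signal taken at 0 and 10 min; no-enzyme buffer wells were negative controls.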
ERG Ets-DNA blk – blocks human ERG Ets domain binding to DNA | P11308 | fluorescence polarization, His-ERG Ets domain / labelled DNA | Potency, µM (top dose mostly 76.9 µM), for inactives: top-dose FP activity, negative = inhibition, hits mostly inhibitors | 0.028% of 370,000 active | AID 624246; active means well fitted inhibition curve with a large enough effect in the polarisation, with a control signal flat; inconclusive means small, poorly fitted or top-dose-only effect, or effect the other way, or a change in a side signal; inactive means no such curve, though single readings can be large or run the other way; the % refers to the polarisation;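 further: polarization taken with two DNA probes labelled with fluorescein and Texas red; potency means the concentration at half of the fitted maximal effect; % of control where 0% means no effect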
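His-tagged ERG Ets domain (1 uM in the protein solution; 300mM KCl, 50mM Tris-HCl, 1mM EDTA, 1mM DTT, pH 7.5) received compound, then a probe mix of 5 nM fluorescein-DNA and 100nM Texas-615-DNA. Fluorescence polarization was read for both dyes.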
The depositor's hits bear a star; [ ] = remark or other dose. Unless noted, the call rests on the fitted dose curve; in most records, active means well fitted curve in the direction sought with a large enough effect; inconclusive means small, poorly fitted or top-dose-only effect, or another doubt; inactive means no such curve, though single readings can be large; an effect the other way counts as inactive or inconclusive. Some of the compounds tested; rates above refer to the full screens.

Results for COc1ccc(NC2=C(NC(C)=O)C(=O)c3ccccc3C2=O)cc1 ?
Pol beta inh: 6.9%; APEX1 inh: 37.7%; TRHR ag: 0.0; Apoferritin bind: -2.8%; BLM inh: -11.3%; POLI inh: 73.5%[activator]; 12-LOX inh: -9.4%; Pol kappa inh: -17.2%; ERG Ets-DNA blk: -2.6%

What do the screens show for `O=C(O)CCC(=O)Nc1ccc(NC(=O)c2ccc(Cl)cc2Cl)c(Cl)c1`?
Pol beta inh: 0.4%; APEX1 inh: -3.5%; TRHR ag: 0.5; Apoferritin bind: -5.0%; BLM inh: -3.3%; POLI inh: 44.2%[activator]; 12-LOX inh: -4.4%; Pol kappa inh: -3.6%; ERG Ets-DNA blk: 9.6%

What do the screens show for `COCCN(Cc1ccco1)C(=O)Cn1ncc2c(=O)oc3ccccc3c21`?
Pol beta inh: 3.6%; APEX1 inh: 5.1%; TRHR ag: -0.7; Apoferritin bind: 37.8%[activator]; BLM inh: -5.3%; POLI inh: inconclusive; 12-LOX inh: 2.3%; Pol kappa inh: 6.3%; ERG Ets-DNA blk: -5.2%

How did CCOc1cc(/C=C2/C(=O)N(c3ccccc3)N=C2C)ccc1OC(=O)c1ccco1 do in these assays?
Pol beta inh: 3.5%; APEX1 inh: -9.3%; TRHR ag: -0.5; Apoferritin bind: inconclusive; BLM inh: -4.0%; POLI inh: 1µM*; 12-LOX inh: -18.7%; Pol kappa inh: -28.4%; ERG Ets-DNA blk: -1.1%

How did CC(=O)c1ccc(N2CCN(C(=O)COc3ccc(F)cc3)CC2)c(F)c1 do in these assays?
Pol beta inh: 31.6%; APEX1 inh: -5.1%; TRHR ag: -0.3; Apoferritin bind: -15.3%; BLM inh: -0.5%; POLI inh: 12.7%; 12-LOX inh: -4.0%; Pol kappa inh: 7.3%; ERG Ets-DNA blk: -8.3%

What do the screens show for `CC1CCCN(Cc2nc3c(c(=O)n(C)c(=O)n3C)n2CC(N)=O)C1` (stereo not drawn)?
Pol beta inh: 16.3%; APEX1 inh: 3.2%; TRHR ag: 0.6; Apoferritin bind: -3.7%; BLM inh: -0.3%; POLI inh: 11.2%; 12-LOX inh: 2.2%; Pol kappa inh: -6.1%; ERG Ets-DNA blk: -1.6%

How did CC1CC(C)CN(CC(O)COCc2ccccc2)C1 (stereo not drawn) do in these assays?
Pol beta inh: -7.3%; APEX1 inh: -2.7%; TRHR ag: 0.2; Apoferritin bind: 1.3%; BLM inh: -8.1%; POLI inh: 8.8%; 12-LOX inh: 0.0%; Pol kappa inh: -6.5%; ERG Ets-DNA blk: -10.7%

What do the screens show for `COc1ccc2c(CNCc3cccs3)c(C(=O)O)n(Cc3ccccc3C)c2c1`?
Pol beta inh: -13.9%; TRHR ag: 0.4; Apoferritin bind: -7.8%; BLM inh: -2.7%; POLI inh: 16.1%; 12-LOX inh: -17.7%; Pol kappa inh: -12.4%; ERG Ets-DNA blk: -4.2%

How did c1ccc(CN2CCN(c3nc(-c4ccccn4)nc4ccccc34)CC2)cc1 do in these assays?
Pol beta inh: 12.2%; APEX1 inh: 17.4%; TRHR ag: -2.2; Apoferritin bind: -23.3%; BLM inh: 5.0%; POLI inh: 5.0%; 12-LOX inh: -17.9%; Pol kappa inh: -0.8%; ERG Ets-DNA blk: -1.1%

What do the screens show for `COc1ccc(-c2nsc3c(N4CCN(S(=O)(=O)c5ccccc5F)CC4)ncnc23)cc1`?
Pol beta inh: 2.5%; APEX1 inh: -1.7%; TRHR ag: -0.4; Apoferritin bind: -10.5%; BLM inh: -4.2%; POLI inh: inconclusive; 12-LOX inh: 27.2%; Pol kappa inh: -8.6%

Results for COC(=O)c1nnn(-c2nonc2N)c1CSc1nc2ccccc2s1 ?
Pol beta inh: inconclusive; APEX1 inh: -8.1%; TRHR ag: 0.2; Apoferritin bind: -9.4%; BLM inh: -2.0%; POLI inh: 17.8%; 12-LOX inh: 49.3%[activator]; Pol kappa inh: -1.5%; ERG Ets-DNA blk: 10.0%

Results for COc1ccc(CNC(=O)c2ccc3c(c2)CCN3S(=O)(=O)c2ccc(Cl)cc2)cc1 ?
Pol beta inh: 0.8%; TRHR ag: 3.7; Apoferritin bind: 31.2%[activator]; BLM inh: -6.1%; POLI inh: 24.8%; 12-LOX inh: -15.7%; Pol kappa inh: -9.5%; ERG Ets-DNA blk: 2.2%

What do the screens show for `COc1ccc(C2C(C#N)=C(N)Oc3cc(O)ccc32)cc1Cl` (stereo not drawn)?
Pol beta inh: -0.1%; APEX1 inh: 30.3%; TRHR ag: 2.3; Apoferritin bind: 0.2%; BLM inh: -3.3%; POLI inh: -4.7%; 12-LOX inh: 31.6µM*; Pol kappa inh: -9.4%; ERG Ets-DNA blk: 1.1%

How did COC(=O)C1(C(C[N+](=O)[O-])c2ccc(C)cc2)C(=O)NCC1c1ccco1 (stereo not drawn) do in these assays?
Pol beta inh: 1.5%; APEX1 inh: -4.7%; TRHR ag: -0.6; Apoferritin bind: 2.8%; BLM inh: -1.6%; POLI inh: 157.8%[activator]; 12-LOX inh: 0.0%; Pol kappa inh: -2.8%; ERG Ets-DNA blk: 10.2%

How did CCOC(=O)N1CCN(C(=O)c2ccc3c(c2)N=C(C)c2cc(Cl)ccc2S3)CC1 do in these assays?
Pol beta inh: 4.8%; APEX1 inh: -11.0%; TRHR ag: -1.1; Apoferritin bind: -15.9%; BLM inh: -4.2%; POLI inh: 35.4%[activator]; 12-LOX inh: 0.0%; Pol kappa inh: -5.5%; ERG Ets-DNA blk: 6.9%

Results for COc1ccc2sc(N(CCCN(C)C)C(=O)c3ccc(S(=O)(=O)N4CCc5ccccc5C4)cc3)nc2c1 ?
APEX1 inh: -28.2%; TRHR ag: 0.9; POLI inh: -11.5%; 12-LOX inh: inconclusive; Pol kappa inh: -12.1%

How did COc1ccc(C(=O)N(CC(=O)NC(C)(C)C)c2ccc3c(c2)OCCO3)cc1OC do in these assays?
Pol beta inh: 8.0%; APEX1 inh: -0.2%; TRHR ag: 0.2; Apoferritin bind: -14.2%; BLM inh: -1.9%; POLI inh: 14.2%[58.9 µM]; 12-LOX inh: 5.9%; Pol kappa inh: -3.9%; ERG Ets-DNA blk: 11.2%

Results for Cc1sc2ncnc(N3CCC(C(=O)Nc4sc5c(c4C(N)=O)CCC(C)C5)CC3)c2c1C (stereo not drawn) ?
APEX1 inh: -8.6%; TRHR ag: -0.2; POLI inh: -14.4%; 12-LOX inh: inconclusive; Pol kappa inh: 4.7%; ERG Ets-DNA blk: 10.6%

How did CCc1ccc(CNc2ncnc3c2nc2n3CCCC2)cc1 do in these assays?
Pol beta inh: -1.1%; TRHR ag: -0.6; Apoferritin bind: -9.0%; BLM inh: -0.4%; POLI inh: 15.6%; 12-LOX inh: -7.2%; Pol kappa inh: -12.7%; ERG Ets-DNA blk: 2.0%

What do the screens show for `O=C(Nc1cccc(Cl)c1Cl)C1CCCC1`?
POLI inh: 57.4%[activator]; 12-LOX inh: inactive; Pol kappa inh: 0.9%; ERG Ets-DNA blk: -0.8%[15.4 µM]

Results for COc1ccc(C2(CNC(=O)CCC(=O)O)CCCC2)cc1 ?
Pol beta inh: -9.8%; APEX1 inh: -2.3%; TRHR ag: 0.6; Apoferritin bind: 20.1%; BLM inh: -0.2%; POLI inh: 4.4%; 12-LOX inh: 5.6%; Pol kappa inh: -7.0%; ERG Ets-DNA blk: -1.1%

Results for COc1ccc(C2=NN3C(C2)c2ccccc2OC32C(=O)N(C)c3ccccc32)cc1 (stereo not drawn) ?
Pol beta inh: 3.9%; APEX1 inh: -8.1%; TRHR ag: 1.1; Apoferritin bind: -12.1%; BLM inh: -8.6%; POLI inh: 26.3%; 12-LOX inh: -3.3%; Pol kappa inh: -10.2%; ERG Ets-DNA blk: -7.0%

What do the screens show for `Cc1ccc(C)c(NC(=O)N2CCc3ccccc3C2)c1`?
Pol beta inh: -13.2%; APEX1 inh: 25.5%; TRHR ag: -0.8; Apoferritin bind: inconclusive; BLM inh: -6.3%; POLI inh: 21.0%; 12-LOX inh: -7.8%; Pol kappa inh: 0.9%; ERG Ets-DNA blk: 9.5%

Results for CC(=O)c1sc(N/N=C2\CC3CC2C(C)C3(C)C)nc1C (stereo not drawn) ?
Pol beta inh: 14.1%; APEX1 inh: 1.8%; TRHR ag: -0.4; Apoferritin bind: -23.8%; BLM inh: -2.8%; POLI inh: 10.5%; 12-LOX inh: -21.2%; Pol kappa inh: -18.2%; ERG Ets-DNA blk: 8.7%

What do the screens show for `CCOc1nc2cnccc2n(CC(=O)Nc2ccccc2F)c1=O`?
Pol beta inh: -28.6%; APEX1 inh: 39.3%; TRHR ag: 0.3; Apoferritin bind: -6.1%; BLM inh: 0.5%; POLI inh: -7.6%; 12-LOX inh: 4.4%; Pol kappa inh: -14.3%; ERG Ets-DNA blk: 2.3%

How did COc1cc(NC(=O)c2nn(-c3ccc(F)cc3)c(=O)n(C)c2=O)cc(OC)c1OC do in these assays?
Pol beta inh: 33.7%[activator]; TRHR ag: -0.6; Apoferritin bind: -7.6%; BLM inh: -4.5%; POLI inh: 0.0%; 12-LOX inh: inconclusive; Pol kappa inh: -8.8%[60.1 µM]; ERG Ets-DNA blk: 10.9%

Results for COc1ccc(-c2ccoc2)cc1C1C2C=CCC(C)C2C(=O)N1Cc1ccccc1 (stereo not drawn) ?
APEX1 inh: inconclusive; Apoferritin bind: inconclusive; BLM inh: -19.3%; POLI inh: 6.0%; Pol kappa inh: -5.9%

What do the screens show for `Cc1ccc(OCC(=O)NCCNC(=O)c2ccncc2)cc1C`?
Pol beta inh: 5.6%; APEX1 inh: -1.7%; TRHR ag: -1.2; Apoferritin bind: 9.2%; BLM inh: -6.7%; POLI inh: 13.5%; 12-LOX inh: -7.4%; Pol kappa inh: -0.1%; ERG Ets-DNA blk: -16.8%
